# Bioassay records as filed in PubChem BioAssay.
# IDH1 R132H inh: qHTS for Inhibitors of mutant isocitrate dehydrogenase 1 (IDH1): qHTS | IDH1-R132H enzyme, NADPH consumption, diaphorase/resazurin fluorescence | Potency, µM (highest dose often 76.6 µM), without a hit: at the highest dose activity change, negative = inhibition, actives largely listed as inhibitors | 390,000 compounds, 0.093% hits | AID 602179, 2012; further: potency means the concentration at half of the fitted maximal effect; on the % scale 0 is the no-effect control and ±100 the full control effect; nearly all actives have a fitted effect of over 65% in size
# Target sequence (O75874 whole entry R132H, stated change not applied): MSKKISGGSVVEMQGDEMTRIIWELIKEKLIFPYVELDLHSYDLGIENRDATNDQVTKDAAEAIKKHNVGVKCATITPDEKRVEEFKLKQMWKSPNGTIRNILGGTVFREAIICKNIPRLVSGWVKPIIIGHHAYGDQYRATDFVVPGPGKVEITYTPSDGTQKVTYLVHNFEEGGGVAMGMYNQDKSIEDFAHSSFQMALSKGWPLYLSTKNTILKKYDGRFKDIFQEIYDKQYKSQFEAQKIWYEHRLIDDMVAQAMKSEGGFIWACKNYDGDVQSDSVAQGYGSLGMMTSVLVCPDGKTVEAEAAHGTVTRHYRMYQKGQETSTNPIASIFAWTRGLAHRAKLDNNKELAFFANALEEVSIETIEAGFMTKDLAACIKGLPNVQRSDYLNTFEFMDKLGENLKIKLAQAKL
#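 IDH1-R132H (0.5 ug/mL) preincubated 30 min with compound, then NADPH (0.016 mM) and alpha-KG (2 mM) added; 80 min at RT, pH 7.5. Remaining NADPH coupled via diaphorase/resazurin to fluorescence (540/590 nm); concentration-response curves normalized to no-enzyme control.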
# PI4K2A block: qHTS for small molecular inhibitors of PI4K2A; Phosphatidylinositol 4-kinase type 2-alpha (Homo sapiens), Q9BTU6; purified PI4K2A, ADP-Glo luminescence, 1 h; hits give low values; activity change, negative = inhibition, % at 76.9 µM; 420,000 compounds, 0.13% hits; AID 1346378, 2018; in the data active means activity change below about -50%; inconclusive means mostly about -30% to -49%;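 further: -100% = wells without enzyme as full effect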
# Target sequence (Q9BTU6 whole entry, looked up): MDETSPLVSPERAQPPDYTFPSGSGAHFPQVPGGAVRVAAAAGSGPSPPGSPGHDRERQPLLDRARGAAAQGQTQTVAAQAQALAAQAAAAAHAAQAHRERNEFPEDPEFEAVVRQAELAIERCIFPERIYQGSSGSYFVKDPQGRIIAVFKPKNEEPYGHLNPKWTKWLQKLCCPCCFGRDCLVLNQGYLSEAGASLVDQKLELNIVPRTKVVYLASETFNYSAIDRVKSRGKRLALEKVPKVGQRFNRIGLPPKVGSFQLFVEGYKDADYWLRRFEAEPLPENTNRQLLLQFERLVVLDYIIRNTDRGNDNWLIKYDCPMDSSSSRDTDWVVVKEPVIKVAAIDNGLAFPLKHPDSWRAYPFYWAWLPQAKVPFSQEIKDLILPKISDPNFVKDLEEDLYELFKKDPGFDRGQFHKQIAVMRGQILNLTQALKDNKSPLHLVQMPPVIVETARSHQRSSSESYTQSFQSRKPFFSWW
#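 Compounds are screened against recombinant PI4K2A using PI as substrate and ATP, the latter dispensed at 300 microM. Reactions run one hour at ambient temperature before ADP-Glo detection; full inhibition defined by wells lacking enzyme.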
# GRP78 ERSR act: qHTS for Inducers of the Endoplasmic Reticulum Stress Response (ERSR) in Human Glioma: qHTS | U87-MG GRP78 promoter luciferase reporter, 16 h | 420,000 compounds, 0.02% hits | Potency, µM, inactives show at the highest dose activation, usual class: activators; further: potency means the concentration at half of the fitted maximal effect; series mostly up to about 76 µM; % of control where 0% means no effect; nearly all actives have a fitted effect of over 35% in size
#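 Stably transfected U87-MG human glioma cells carrying a GRP78-based luminescent sensor were seeded at 1000 cells/well, pin-dosed with compounds and incubated 16 h. Luciferase reagent was then added, and end-point luminescence was read after 10 min at room temperature.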
# Vif-A3G inh: qHTS for Inhibitors of Vif-A3G Interactions: qHTS; DNA dC->dU-editing enzyme APOBEC-3G (Homo sapiens), Q9HC16; HeLa A3G-eYFP + Vif (tagged APOBEC3G with the HIV-1 protein that degrades it), YFP fluorescence, overnight; Potency, µM (titrated, usually from 46.1 µM), without a hit: at the top dose activity, negative = active, usual class: inhibitors; 410,000 compounds, 0.076% hits;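 further: potency means the concentration at half of the fitted maximal effect; on the % scale 0 is the no-effect control and ±100 the full control effect; nearly all actives have a fitted effect of over 60% in size; hits raise eYFP signal because A3G escapes Vif-driven loss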
#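 HeLa cells stably expressing Vif and C-terminally eYFP-tagged A3G, seeded overnight at 37 deg C, then exposed to compound by pintool overnight at 37 deg C. Rise in yellow fluorescence (Ex 488/Em 500-530, Acumen) marks blocked Vif-driven A3G degradation.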
# USP1-UAF1 inh: Inhibitors of USP1/UAF1: Primary Screen; recombinant USP1/UAF1, Ub-Rhodamine cleavage fluorescence; Ubiquitin carboxyl-terminal hydrolase 1 (Homo sapiens), O94782; Potency, µM (highest dose often 57.1 µM), without a hit: at the top dose activity change, negative = inhibition, hits mostly inhibitors; 390,000 compounds, 0.23% hits; AID 743255, 2014; further: potency means the concentration at half of the fitted maximal effect; on the % scale 0 is the no-effect control and ±100 the full control effect; nearly all actives have a fitted effect of over 60% in size; inactives centre near -12
#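 In this screen, compounds sit with the deubiquitinase complex (1nM) for 15 min at room temperature before Ub-Rho is added at 150nM final. Fluorescence rise is then followed for 6 reads every 60 seconds.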
# LDHA inh: qHTS assay for inhibitors of human lactate dehydrogenase. purified LDHA, NADH/diaphorase-resazurin fluorescence; hits give low values. activity change, % (values are at about 110 or 230 µM). L-lactate dehydrogenase A chain (Homo sapiens), P00338. AID 1347041, 2019. 480,000 compounds, 0.15% hits; in the data active means activity change below about -30%; inconclusive means mostly about -25% to -30%;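 further: plate controls were DMSO wells for no effect and wells without enzyme for full effect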
#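 Enzyme activity of human lactate dehydrogenase 5 (2 nM; 0.06 mM NADH, 0.2 mM pyruvate, 5 min, RT) is measured via a resazurin/diaphorase fluorescence readout of residual NADH.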
# RXFP1 agonist: qHTS Assay for Agonists of the Relaxin Receptor RXFP1 | Relaxin receptor 1 (Homo sapiens), Q9HBX9 | HEK293T-RXFP1 cAMP TR-FRET, 30 min; response scale: percent of porcine relaxin response, buffer zero | Potency, µM (series often up to 57.5 µM), inactives show at the top dose activation, usual class: activators | 370,000 compounds, 0.3% hits | AID 2676, 2010; further: potency means the concentration at half of the fitted maximal effect; on the % scale 0 is the no-effect control and ±100 the full control effect; nearly all actives have a fitted effect of over 60% in size; many of its hits are not listed in these tables
#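 cAMP rise read by TR-FRET after 30 min, 37C compound exposure (up to 58 uM) in RXFP1-transfected HEK293 cells with Ro 20174 present. EC50 from Hill-equation fits, with 29 nM porcine relaxin as 100% and buffer as basal.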
# Vif-A3F inh: qHTS for Inhibitors of Vif-A3F Interactions: qHTS. Potency, µM (titrated, usually from 46.1 µM), inactives show at the top dose activity, negative = active. 390,000 compounds, 0.2% hits. HeLa A3F-eYFP + Vif (tagged APOBEC3F with the HIV-1 protein that degrades it), YFP fluorescence increase. AID 602313, 2012; further: potency means the concentration at half of the fitted maximal effect; % of control where 0% means no effect; nearly all actives have a fitted effect of over 65% in size
#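 HeLa cells stably expressing Vif plus C-terminally eYFP-tagged A3F were seeded, incubated overnight at 37 deg C, dosed with compound, incubated overnight again at 37 deg C. Yellow fluorescence (Ex 488/Em 500-530) reported blocked Vif-mediated A3F-eYFP degradation.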
# TrxR1 substrate: qHTS Assay for Substrates of Mammalian Selenoprotein Thioredoxin Reductase 1 (TrxR1): qHTS; purified TrxR1 substrate turnover, NADPH consumption readout; Potency, µM (highest dose often 114 µM), for the others: at the top dose activity change, negative = substrate turnover; 390,000 compounds, 0.01% hits; AID 588456, 2011; further: potency means the concentration at half of the fitted maximal effect; on the % scale 0 is the no-effect control and ±100 the full control effect; nearly all actives have a fitted effect of over 50% in size
#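 Rat TrxR1, dispensed at 90 nM, was prereduced with 400 uM NADPH (final) for 5 min at ~22 deg C, then incubated with compound 15 min before 400 uM selenite. A first-read NADPH fluorescence drop versus no-compound background flagged substrates.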
# * = called active by the depositor; ? = inconclusive; . = not tested or not shown; & = joins results of further samples; [ ] = dose if it differs, or a comment. Unless noted, the call rests on the fitted dose curve; in most records, active means well fitted curve in the direction sought with a large enough effect; inconclusive means small, poorly fitted or top-dose-only effect, or another doubt; inactive means no such curve, though single readings can be large; an effect the other way counts as inactive or inconclusive. These rows are one share of the data; count on the stated rates, not on these rows.
SMILES,IDH1 R132H inh,PI4K2A block,GRP78 ERSR act,Vif-A3G inh,USP1-UAF1 inh,LDHA inh,RXFP1 agonist,Vif-A3F inh,TrxR1 substrate
CCC(C(=O)O/N=C(\N)c1cccc(C)c1)c1ccccc1 (configuration not stated),1.7%,5.5,18.0%,-0.2%,-2.8%,-5.2,1.3%,0.0%,-10.3%
CN(C)C(=O)CNc1ccn2nc(-c3cccc(Cl)c3)cc2n1,.,-1.5,-0.8%,-2.9%,.,-13.0,.,.,.
CN1C(=O)C(C)(C)c2cc(S(=O)(=O)N(C)Cc3ccccc3)ccc21,7.7%,-1.7,-4.0%,0.5%,-28.2%,1.9,-0.7%,4.1%,2.7%[57.1 µM]
CC1CCN(C(=O)c2[nH]cnc2C(=O)Nc2ccc(Cl)cc2)CC1,0.1%,-1.9,-3.4%,-2.1%,?,-1.6,-0.1%,-2.8%,6.8%[57.1 µM]
CCN(Cc1ccccc1)C(=O)CN1C(=O)c2ccccc2S1(=O)=O,5.2%,-1.9,1.0%,-0.6%,-2.1%,-1.9,2.3%,-6.8%,3.6%
O=C(Nc1ccccc1)N(Cc1ccc(Cl)cc1)CC(O)C(F)(F)F (configuration not stated),1.1%,-1.1,0.1%,-3.4%,-15.4%,-4.5,1.8%,4.3%,4.0%[57.1 µM]
O=C(c1ccc(F)cc1)n1c(=S)nc2ccccn21,8.8%,-0.3,-6.3%,-1.7%,-10.5%,-5.8,-2.8%,-2.0%,3.2%
COc1ccc(C2(C)NC(=O)N(CC(=O)NCCC3=CCCCC3)C2=O)cc1OC (configuration not stated),5.7%,-1.0,1.6%,0.1%,-7.8%,-2.0,1.2%,-5.4%,6.1%
Cc1cc(C)cc(OCCCC(=O)O)c1,3.7%,-3.4,-0.3%,-7.7%,-3.0%,-6.9,0.1%,-3.0%,3.2%[57.1 µM]
NC(=O)c1cnn2c(-c3cccc(C(F)(F)F)c3)ccnc12,-2.3%,-1.7,1.5%,-1.5%,-19.1%,-8.2,6.7%,8.0%,1.5%[57.1 µM]
CC(C)(C)c1ccc(C(=O)/C(C#N)=C/c2cccs2)cc1,-0.2%,1.6,4.4%,-4.3%,-18.9%,-17.1,2.8%,-22.2%,-6.0%
COc1ccc(OC)c(-c2cc(-c3cccnc3)nc(N)c2C#N)c1,-10.1%,-1.4,-3.9%,?,1.7%,-4.9,16.5%,-5.6%,0.0%[57.1 µM]
COc1ccccc1CCC(=O)Nc1cc(S(=O)(=O)N2CCOCC2)ccc1N1CCCC1,-3.1%,4.4,-1.2%,-9.4%,-12.5%,0.2,-0.5%,2.6%,-2.9%[57.1 µM]
CCCCN1CC(COCc2ccccc2)Oc2ccccc2S1(=O)=O (configuration not stated),7.3%,1.1,-2.0%,-0.1%,-15.1%,-5.2,.,-5.5%,-2.8%
O=C(Nc1cc(Cl)ccc1Cl)c1ccc(OC(=O)c2ccco2)cc1,3.4%,15.8,0.7%,-3.3%,-26.8%,-7.1,0.2%,-3.6%,13.5%
C[C@@H]1CN([C@@H](C)CO)S(=O)(=O)c2ccc(Br)cc2O[C@H]1CN(C)C(=O)c1ccccc1F,-5.1%,1.6,-0.8%,-0.1%,-7.4%,-7.2,.,1.7%,.
Cc1ccc(S(=O)(=O)c2cc3ccccc3nc2N)cc1,2.9%,2.7,-3.6%,-0.1%,-11.4%,-2.5,1.7%,0.7%,15.7%[57.1 µM]
CC(=O)c1ccc(NC(=O)CCc2c(C)nc3cc(-c4ccc(Cl)cc4)nn3c2C)cc1,-4.6%,-1.1,-8.7%,2.6%,-4.8%,4.3,4.4%,-5.6%,10.0%
COc1ccc(C2NC(=O)C(C#N)=C(S)N2c2cccc(C)c2)cc1OC (configuration not stated),-5.7%,-2.4,-1.6%,-1.2%,-16.3%,-5.1,1.2%,2.5%,1.9%[57.1 µM]
CC(C)CC(C(=O)NCC1CCCO1)N(C(=O)Cn1nnc(-c2ccc(F)cc2)n1)c1cccc(C(F)(F)F)c1 (configuration not stated),1.3%,-1.3,-1.8%,-0.6%,-11.6%,0.0,0.4%,3.8%,8.7%
Cc1ccc(C(=O)Oc2ccccc2N2CCOCC2)cc1,7.8%,3.0,-3.5%,-2.3%,-11.4%,3.5,2.7%,-2.1%,-20.2%[57.1 µM]
Cc1cc2oc(C(=O)Nc3sc4c(c3C(=O)NCC3CCCO3)CCCC4)cc(=O)c2cc1C (configuration not stated),2.8%,-0.4,-5.0%,1.7%,0.9%,3.4,-1.5%,-0.2%,-2.5%
Cc1[nH]c(=O)[nH]c(=O)c1S(=O)(=O)Nc1ccc(F)cc1F,-5.4%,-1.5,-4.0%,0.5%,-22.1%,-4.1&2.1,13.2%,-8.3%,9.7%
CC(=O)Nc1ccccc1NC(=O)c1cccc2ccccc12,-1.7%,-4.2,-1.3%,-0.7%,-7.3%,-4.3,0.9%,1.2%,2.3%
COc1c(Cl)cc(-c2noc(C)c2C(=O)NCc2ccccc2)cc1Cl,-6.6%,1.0,-1.0%,0.1%,-13.3%,-7.3,-0.8%,-10.1%,-3.6%
CC(C)(C)CC(=O)O/N=C(\N)c1ccccn1,5.9%,-0.1,-12.2%,-0.2%,-15.7%,-6.3,2.0%,-4.8%,-3.7%
CCc1ccc(NC(=O)c2sc3ncnc(N(C)C4CCCCC4)c3c2C)cc1,.,4.6,.,.,?,0.8,23.9%,.,-7.1%[57.1 µM]
CCCCN1C(=O)C(CC(=O)NC2CCCC2)CC(C(=O)N(C)C)=C1C (configuration not stated),3.3%,-3.6,0.5%,0.1%,-10.1%,0.5,.,-5.2%,.
CCCc1c(O)nc(SCC(=O)N2CCCCC2)[nH]c1=O,-2.2%,-9.3,-2.2%,3.5%,-17.2%,0.4,-0.5%,-12.2%,5.9%[2.29 µM]
O=C(Nc1ccc2c(c1)OCCO2)C1CCCN1S(=O)(=O)c1cccc2cccnc12 (configuration not stated),8.5%,-3.8,1.0%,-2.3%,-15.9%,2.1,1.2%,1.1%,3.9%
Cc1c(NC(=O)C(=O)/C=C(/O)c2ccccc2)c(=O)n(-c2ccccc2)n1C,-0.1%,-6.7,-0.5%,-0.4%,-0.9%,13.2,0.6%,0.9%,3.7%
CCOC(=O)Nc1ccc2c(c1)N(C(=O)CCN1CCOCC1)c1ccccc1S2=O (configuration not stated),-3.4%,16.8,7.0%,-21.9%,-16.7%,-1.5,-0.5%,-0.1%,1.6%
Cc1ccc(NC(=O)CCS(=O)(=O)c2cccc3nonc23)c(C)c1,-6.3%,-1.3,0.1%,3.0%,-7.1%,-3.8,1.3%,0.9%,-0.6%[57.1 µM]
CC(C)(C)OC(=O)N1CCC(c2c(C(=O)N3CCN(c4ncccn4)CC3)cnn2-c2ccc(F)cc2)CC1,0.5%,0.6,-2.5%,5.0%,5.3%,-0.4,-0.8%,0.5%,-2.3%
COc1ccc(C=C2NC(=O)NC2=O)cc1O,0.7%,-11.8,3.2%,-0.5%,-7.0%,5.5,.,-0.5%,.
CC12CC3(C)CC(C)(C1)CC(C(=O)NCc1cccnc1)(C2)C3,4.1%,-3.0,-3.6%,-3.1%,-11.0%,4.0,0.5%,5.3%,5.8%[57.1 µM]
Cc1ccc(-n2c(-c3ccc(Cl)cc3Cl)n[nH]c2=S)cc1,15.1%,-3.9,-2.0%,?,-9.4%,-6.4,-0.1%,?,13.6%[57.1 µM]

# Among those listed so far, these contain a CF3 group.
SMILES,IDH1 R132H inh,PI4K2A block,GRP78 ERSR act,Vif-A3G inh,USP1-UAF1 inh,LDHA inh,RXFP1 agonist,Vif-A3F inh,TrxR1 substrate
O=C(Nc1ccccc1)N(Cc1ccc(Cl)cc1)CC(O)C(F)(F)F (configuration not stated),1.1%,-1.1,0.1%,-3.4%,-15.4%,-4.5,1.8%,4.3%,4.0%[57.1 µM]
NC(=O)c1cnn2c(-c3cccc(C(F)(F)F)c3)ccnc12,-2.3%,-1.7,1.5%,-1.5%,-19.1%,-8.2,6.7%,8.0%,1.5%[57.1 µM]
CC(C)CC(C(=O)NCC1CCCO1)N(C(=O)Cn1nnc(-c2ccc(F)cc2)n1)c1cccc(C(F)(F)F)c1 (configuration not stated),1.3%,-1.3,-1.8%,-0.6%,-11.6%,0.0,0.4%,3.8%,8.7%
